# Screens as filed in PubChem BioAssay.
# 5HT1a antag: human 5-HT1a receptor antagonists, primary screen, cell-based, CHO, Ga15 NFAT-bla reporter; 5-hydroxytryptamine receptor 1A (Homo sapiens), P08908; CHO 5-HT1a Ga15 NFAT-bla reporter, antagonist mode; inhibition, % at 10 µM; hit rate 0.68% among 62,000; AID 612, 2007;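 active = inhibition above the mean of all tested compounds plus 3 SD, cut at about 43% in these data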;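 also: receptor stimulated by 5-CT agonist at 100 nM near EC80; beta-lactamase reporter measured by ratiometric fluorescence of a cleavable substrate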
# 5HT1E ag: 5-HT1E receptor agonists, primary screen, cell-based, HTS | 5-hydroxytryptamine receptor 1E (Homo sapiens), P28566 | CHO 5-HT1E Ga15 NFAT-bla reporter, FRET; 0% DMSO wells, 100% control agonist wells | activation, % at 6 µM | hit rate 0.69% among 65,000;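 active = activation above a set limit, the screen-wide mean activation plus 3 SD, cut at about 8.5% in these data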;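 also: 100% = positive control agonist at 1 µM giving full maximal response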
# HEK293 NFkB inh: inhibitors of PMA/ionomycin-induced NF-kB reporter, primary screen, antigen receptor NF-kB inhibitor project, cell-based, HEK-293 luciferase reporter, luminescence. inhibition, % at 3 µM. HEK-293 NF-kB luciferase reporter. hit rate 0.21% among 62,000;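 active = inhibition above the mean of all tested compounds plus 3 SD, cut at about 40% in these data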;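 also: 0% = stimulated DMSO wells and 100% = 10 µM reference inhibitor 5653914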
#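 Material: HEK-293 cells with stable firefly luciferase reporter driven by four HIV NF-kB elements / Also added: PMA plus ionomycin mix as NF-kB-activating stimulus / Compound dosing: 3 µM once, 0.30% DMSO / Times: 1 h pretreatment, 16 h stimulation, 37 °C / Signal: luminescence / Evaluation: per-plate % inhibition versus controls / Benchmarks: DMSO and 10 µM reference inhibitor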
# 5HT1a ag: human 5-HT1a receptor agonists, primary screen, cell-based, CHO, Ga15 NFAT-bla reporter; 5-hydroxytryptamine receptor 1A (Homo sapiens), P08908; CHO 5-HT1a Ga15 NFAT-bla reporter, FRET ratio; 0% basal, 100% maximal reference agonist; activation, % at 10 µM; hit rate 0.56% among 65,000;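 active = activation above the screen-wide mean activation plus 3 SD, cut at about 19% in these data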;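 also: 0% = DMSO wells and 100% = 5-CT at EC100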
# S1P3 ag: human S1P3 receptor agonists, primary screen, cell-based, primary and confirmation, NFAT-BLA reporter; hit rate 0.1% among 60,000; S1P3 NFAT-BLA reporter cells, agonism, FRET ratio; relative to 1 µM S1P, basal subtracted; activation, % at 4.5 µM; Sphingosine 1-phosphate receptor 3 (Homo sapiens), Q99500;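 active = activation above the screen-wide mean plus 3 SD, cut at about 4.5% in these data, passing the limit was not always enough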; also: some compounds called inactive have numbers as strong as hits
# Target sequence (Q99500 whole entry, looked up): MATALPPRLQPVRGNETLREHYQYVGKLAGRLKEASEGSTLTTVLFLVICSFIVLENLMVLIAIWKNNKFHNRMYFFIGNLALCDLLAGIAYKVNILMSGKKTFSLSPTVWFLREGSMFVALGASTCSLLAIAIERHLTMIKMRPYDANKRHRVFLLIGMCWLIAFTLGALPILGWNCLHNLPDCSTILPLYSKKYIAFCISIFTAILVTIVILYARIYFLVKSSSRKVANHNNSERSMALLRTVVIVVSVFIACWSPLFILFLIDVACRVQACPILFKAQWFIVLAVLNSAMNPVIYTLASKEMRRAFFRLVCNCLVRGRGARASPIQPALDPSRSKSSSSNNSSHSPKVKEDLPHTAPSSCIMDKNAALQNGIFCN
#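 Material: Human S1P3 NFAT-BLA reporter CHO cells | Incubation: Overnight plating, 4 h compound 37 °C, 2 h substrate RT | Signal: FRET β-lactamase substrate fluorescence, excitation 405 nm, 460/535 nm emission ratio, background-subtracted | Compound: 4.5 µM final, single dose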
# Jurkat tox 60K: cytotoxicity toward Jurkat T cells, primary screen, cytotoxicity control, cell-based, Jurkat E6.1, 60K MLSMR library. inhibition, % at 4 µM. AID 463, 2006. hit rate 1.2% among 56,000. Jurkat E6.1 viability, ATP luminescence, 48 h;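 active = inhibition above the mean inhibition of all tested compounds plus 3 SD, cut at about 28% in these data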
# D1 mod: D1 CRE-luciferase signal change, two-sided – cell-based, HEK293 D1, dopamine EC30, D1 allosteric modulator project, primary screen; dopamine EC30 potentiation; actives deviate in either direction; B-score at 10 µM; hit rate 5.9% among 58,000; AID 641, 2007;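 active = luminescence count or its row- and column-corrected plate score outside the 99.7% band of the plate's sample wells, on either side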
# Target sequence (P21728 whole entry, looked up): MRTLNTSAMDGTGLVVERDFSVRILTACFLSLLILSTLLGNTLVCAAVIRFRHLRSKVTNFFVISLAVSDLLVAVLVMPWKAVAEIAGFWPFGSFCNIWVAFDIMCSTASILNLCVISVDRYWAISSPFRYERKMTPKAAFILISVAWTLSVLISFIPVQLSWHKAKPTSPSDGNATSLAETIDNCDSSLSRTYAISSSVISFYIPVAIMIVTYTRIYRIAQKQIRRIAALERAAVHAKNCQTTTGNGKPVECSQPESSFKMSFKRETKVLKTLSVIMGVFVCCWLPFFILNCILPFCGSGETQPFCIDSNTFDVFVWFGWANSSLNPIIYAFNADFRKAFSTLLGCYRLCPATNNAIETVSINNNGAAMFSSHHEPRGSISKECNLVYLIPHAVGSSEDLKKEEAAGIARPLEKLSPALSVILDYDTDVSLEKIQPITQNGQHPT
# HTR1E antagonist: 5-HT1E receptor antagonists, primary screen, cell-based, HTS; 5-hydroxytryptamine receptor 1E (Homo sapiens), P28566; hit rate 0.99% among 65,000; AID 571, 2007; inhibition, % at 6 µM; CHO 5-HT1E Ga15 NFAT-bla reporter, FRET, antagonist;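 active = inhibition above a set limit, the mean inhibition across every tested compound plus 3 SD, cut at about 29% in these data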;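 also: signal is the 460 over 535 nm emission ratio of beta-lactamase substrate; 0% = agonist plus DMSO wells and 100% = wells without agonist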
# S1P1 ag pot: S1P1 agonists and agonism potentiators, primary screen, cell-based, primary and confirmation screens, CRE-bla reporter. activation, % at 9.5 µM. AID 449, 2006. hit rate 0.57% among 56,000. S1P1 CRE-bla cells, forskolin, beta-lactamase FRET, potentiator mode; S1P1 agonist co-added at EC20, 2 nM; 100% = saturating reference agonist, 0% = basal. Sphingosine 1-phosphate receptor 1 (Homo sapiens), P21453;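 active = activation above a cutoff set at the mean activation of all tested compounds plus 3 SD, cut at about 54% in these data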;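 also: forskolin at 4 µM as EC80 and the EC20 agonist is SEW2871; 100% = SEW2871 at its EC100 plus forskolin at EC80; some compounds past the cut are filed as inactive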
# Active calls of the source: *; x = no result given. This is a random part of the collection (roughly 8.3% active in at least one column).
SMILES,5HT1a antag,5HT1E ag,HEK293 NFkB inh,5HT1a ag,S1P3 ag,Jurkat tox 60K,D1 mod,HTR1E antagonist,S1P1 ag pot
O=C(Nc1ccc2c(c1)CCC2)C1CCN(c2c3c(nc4ncnn24)CCC3)CC1,-1,1.5,22,1.4,-0.7,44*,-1,-1,20
CCn1c(COc2ccc(C)cc2)nnc1SCC(=O)Nc1ccc2c(c1)OCCO2,-8,-0.6,-3,0.3,0.1,1,0.18,-6,-11
OC(CN1C2=NCCCN2c2ccccc21)c1ccc2c(c1)OCO2 (stereo not drawn),12,0.0,12,-0.1,0.9,-4,-0.74,-11,-15
COc1ccc(-c2cc(=O)[nH]c(=O)[nH]2)cc1,x,0.4,x,0.1,-0.7,x,x,-14,-2
CC(=O)Nc1nnc(SCC(=O)NCCOc2ccccc2)s1,6,-0.8,12,-3.9,-0.9,5,0.24,-4,1
COc1ccc(C(=O)NCCn2ccc3ccccc32)cc1,5,0.8,-23,-2.8,-0.8,5,-0.13,-5,-34
CN1CCN(/C(=N\O)c2nonc2N)CC1,2,55*,7,-3.9,-1.3,-5,0.17,-6,-14
CCCCC(=O)N=c1sc2cc(S(C)(=O)=O)ccc2n1C,-7,-0.9,0,-2.4,0.1,2,x,-6,-14
CSC1=NCCN1C(=O)c1ccc(S(=O)(=O)N2CCCC2)cc1,-3,0.2,-8,-1.0,-0.8,-3,0.043,2,-2
CCC(C)NC(=O)CCNS(=O)(=O)c1ccc(Br)cc1 (stereo not drawn),-3,-0.9,7,0.4,x,x,-0.72,-6,x
Cc1onc(-c2ccccc2)c1C(=O)Nc1cccc(C#N)c1,15,-0.6,5,-1.9,-0.6,3,1.4,5,-17
Cn1c(C(=O)OCC(=O)NCCc2ccccc2)cc2sccc21,-6,-0.6,-1,1.0,0.9,-7,0.012,-5,9
Cc1cc(=O)n(CCCO)c(O)c1C#N,-4,0.0,14,-1.8,-0.4,9,-0.78,-1,-15
O=C(NC1CCCCCC1)c1c(O)c2cccc3c2n(c1=O)CCC3,-4,-1.0,20,-1.4,-0.6,-1,-0.72,-1,-8
CCN(CC)S(=O)(=O)c1ccc(NC(=O)Cn2cnc3ccccc3c2=O)cc1,-15,1.1,1,2.0,-1.2,-6,0.0083,-13,-14
CS(=O)(=O)N(CC(=O)O)c1ccc2c(c1)OCO2,1,0.3,15,-1.9,-0.7,1,0.67,3,-39
O=C(c1cncc(Br)c1)N1CCCc2ccccc21,x,8.5,x,0.3,-0.7,x,1.2,-5,-6
Cc1nn(CC(=O)Nc2ccc3c(c2)nc(CN2CCCC2)n3C)c(=O)c2ccccc12,0,0.5,15,-2.3,-0.1,4,-0.84,-11,0
CCCCNc1nc2c(c(=O)[nH]c(=O)n2C)n1CCOc1ccccc1,-1,0.9,20,-3.7,-1.5,12,2.2,8,-11
CC(C)c1ccccc1NC(=O)CCCC(=O)O,5,-0.6,3,-0.5,-1.0,0,-0.042,-8,x
CC1(C)CC(=O)c2cc(OCC(=O)NCCCN3CCN(c4ccccc4F)CC3)ccc2O1,28,9.6*,17,5.3,-0.7,10,5.6*,5,-14
OCc1csc(=Nc2ccccc2)n1-c1ccccc1,4,-0.3,19,2.3,-0.1,-3,1.2,1,1
c1ccc(-c2nc3nonc3nc2-c2ccccc2)cc1,33,-0.6,24,-2.8,6.1*,11,6.8*,16,4
CC1=[N+]([O-])C(N2CCOCC2)C(O)(c2ccccc2)C1 (stereo not drawn),5,1.0,9,-2.4,1.0,-6,-0.15,2,9
CCN1CCN(CC(=O)NC2CCCCC2)C(=O)C1=O,-2,0.5,2,0.2,-0.6,-5,0.15,3,-8
CCc1nnc(NC=C2C(=O)OC(C)(C)OC2=O)s1,-10,-0.5,8,-4.3,0.2,5,-0.41,4,-1
Cc1cccc(-n2ncc3c(N4CCC5(CC4)OCCO5)ncnc32)c1,-7,1.4,-17,1.3,-0.1,-3,-1.1,10,9
Cc1ccc(C(=O)CSC2=C(C#N)C(c3ccco3)C3=C(CC(C)(C)CC3=O)N2)cc1 (stereo not drawn),-3,1.8,19,-2.9,-1.1,14,0.15,10,11
O=C(Nc1cccnc1)c1cc(-c2ccco2)on1,-10,0.8,7,-7.5,-0.3,-5,-1,-3,-43
COc1ccc(CCN/C=C2/CC(=O)NC2=O)cc1OC,-1,4.4,27,-0.3,-0.7,5,1.7,2,-4
O=C(CSc1nnc(-c2ccccc2Cl)n1Cc1ccco1)Nc1ccc2c(c1)OCCO2,0,0.0,7,1.5,-0.5,-3,-0.5,-8,8
COc1cccc(-c2cc(C(=O)Nc3ccc(OC)c(OC)c3)no2)c1,-11,-0.5,2,-3.6,-1.0,-6,-0.00055,2,48
OC(CNCCc1ccc(Cl)cc1)COCc1ccco1 (stereo not drawn),4,9.5*,10,0.0,0.0,4,-0.43,4,3
COCCNC(=O)CN(C(=O)CCC(=O)Nc1nccs1)c1ccccc1OC,8,-0.4,-10,-0.1,-0.7,-5,0.39,1,-16
Nc1ncn(C(=O)c2ccco2)n1,2,-0.1,6,-1.6,-1.2,1,-0.77,0,-18
Cc1ccc(C(C(=O)NC2CCCCC2)N(Cc2cccnc2)C(=O)C2COc3ccccc3O2)o1 (stereo not drawn),26,0.1,15,-1.3,-1.2,0,-0.63,0,-22
COc1cc(-c2csc(N3CCOCC3)n2)cc(OC)c1OC,-3,-0.3,18,-5.8,-1.2,-3,0.32,-2,-3
O=C(O)Cc1ccccc1C(=O)O,0,-0.3,11,-0.9,-0.3,-10,-0.19,-5,9
CCOC(=O)C1=C(c2ccccc2)OC(N)=C(C#N)C1C(C)C (stereo not drawn),-4,-0.9,-10,-1.7,-0.4,0,0.11,-1,3
COc1cccc(-n2cc3c(=O)n(C)c(=O)n(C)c3c2)c1,-4,0.5,2,-3.0,0.3,0,2.3,4,5
CC1(C)C2CCC1(C)C(OC(=O)CCn1ccnc1)C2 (stereo not drawn),-16,-0.3,13,0.3,-0.2,-3,0.21,4,-4
COc1ccccc1Cn1c(=S)[nH]c2cc(C(=O)N3CCN(C)CC3)ccc2c1=O,-11,-0.2,5,1.3,x,x,0.033,-1,x
Oc1c(/C=N/c2ncn[nH]2)ccc2ccccc12,28,0.6,8,-0.1,-1.1,3,1.4,-12,-7
COc1ccccc1N1CCN(C(=O)c2ccc3c(=O)n(Cc4ccco4)c(=S)[nH]c3c2)CC1,3,0.3,15,-0.4,-0.2,0,-0.3,10,-19
CCOc1ccc(-c2nnn(CC(=O)N3CCN(c4ccc(F)cc4)CC3)n2)cc1OCC,0,-0.7,-2,0.3,-1.0,-2,-0.4,11,-6
COc1ccc(-n2c(SCC(=O)N3CCCC(C)C3)nnc2-c2cccnc2)cc1 (stereo not drawn),-2,-0.1,19,0.5,-0.2,-3,0.026,-1,9
CCOC(=O)CSc1nc2sc(C)c(C)c2c(=O)n1C,-12,1.8,9,-1.5,-1.8,10,1.6,22,-21
Cc1cccc(C)c1OCC(O)Cn1ccnc1C (stereo not drawn),4,-0.7,3,0.5,-1.9,2,x,5,4
Cn1ccnc1SCC(=O)c1cc2ccccc2o1,14,-0.4,1,-2.1,x,x,-0.56,5,x
COc1ccccc1-n1c(C)nnc1SCC(N)=O,-14,3.3,-10,-3.5,-0.6,-4,-0.25,4,0
CC(=Nc1ccc(C)c(C)c1)C1=C(O)CSC1=O,3,0.5,-14,-2.3,-0.6,-9,3.4,-1,-2
CC(=O)Nc1c(O)nc(SCC(=O)Nc2ccc(C(C)=O)cc2)[nH]c1=O,2,-0.3,7,0.2,0.1,-9,-0.0021,-1,x
O=c1c2nnn(Cc3ccccc3)c2ncn1-c1ccccc1,-12,0.6,13,-0.5,0.2,-4,-0.017,2,7
O=C(Nc1c(F)cc(F)cc1Br)c1cc(-c2ccco2)on1,3,0.0,7,-2.4,-1.1,-1,0.86,13,-18
CN(Cc1ccccc1)C(=O)CSc1nc2ccccc2c(=O)n1Cc1ccco1,6,0.3,-6,-0.6,-0.9,25,-1.3,1,3
O=C(CSc1nnc(-c2cccnc2)n1-c1ccccc1)Nc1ccccn1,-14,0.9,11,2.9,-1.1,0,-0.011,4,-24
NC(=O)OCC(COC(N)=O)c1ccccc1,x,0.0,x,0.8,-3.4,x,0.31,-1,2
Cc1oc(CC(C)C)cc1C(=O)Nc1ccc(C(=O)O)cc1,-7,0.0,0,-4.0,-0.4,3,1.1,-3,-34
CCCCCCn1c(CN2CCCCC2CC)nc2c1c(=O)n(C)c(=O)n2C (stereo not drawn),5,0.9,4,-2.5,-0.5,-3,-0.013,0,0
Nc1ncnc2oc(-c3ccco3)c(-c3ccco3)c12,-11,-1.6,16,1.2,-0.7,0,10*,-2,32
# (continued)
SMILES,5HT1a antag,5HT1E ag,HEK293 NFkB inh,5HT1a ag,S1P3 ag,Jurkat tox 60K,D1 mod,HTR1E antagonist,S1P1 ag pot
CC(C)Cn1cnc2c1c(=O)n(CC(=O)Nc1ccc3c(c1)OCO3)c(=O)n2Cc1ccccc1,5,0.9,12,0.2,-0.4,-4,0.89,-8,8
COc1ccc(Oc2ncnc3c2ncn3Cc2ccccc2)cc1,-18,0.6,4,0.5,0.0,-4,1.2,-10,-14
CCOC(=O)C1CCN(C(=O)C2CCN(S(=O)(=O)c3cc(Cl)ccc3Cl)CC2)CC1,0,0.9,17,-0.2,-0.2,9,-0.3,7,-10
CC(C)(C)c1nnc2sc(SCCN3C(=O)c4ccccc4C3=O)nn2c1=O,-4,0.2,6,-1.5,0.7,2,-0.05,-2,13
Cn1nnnc1SCC(=O)NCC(=O)c1ccccc1,x,-0.3,x,-2.9,-3.8,x,0.91,-6,-6

# 3 entries already listed, ordered by their value in D1 mod, falling.
compound | D1 mod
CC(C)Cn1cnc2c1c(=O)n(CC(=O)Nc1ccc3c(c1)OCO3)c(=O)n2Cc1ccccc1 | 0.89
CC(C)(C)c1nnc2sc(SCCN3C(=O)c4ccccc4C3=O)nn2c1=O | -0.05
CCOC(=O)C1CCN(C(=O)C2CCN(S(=O)(=O)c3cc(Cl)ccc3Cl)CC2)CC1 | -0.3
